Compound activity (PubChem BioAssay)
Rab2 wt GTP: changes GTP binding to wildtype dog Rab2A, up or down | P61105 | GST-Rab2 wt beads, Bodipy-GTP binding, flow cytometry | GTP binding activity, % at 10 µM | actives 0.19% (n = 190,000) | AID 760;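 active means GTP binding activity at least 20 points away from 100%, either lowered or raised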;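 further: 0% = beads with excess unlabeled GTP and 100% = no-compound control corrected for plate trend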
Rac1 wt GTP bind: modulators of human Rac1 wildtype GTP binding. P63000. GTP binding activity (% of control), % at 10 µM. GST-Rac1 beads, fluorescent GTP binding, flow cytometry; actives lie on both sides; 0 = cold GTP competed, 100 = untreated. actives 0.27% (n = 190,000);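 active means GTP binding activity at least 20 points away from the 100% control level, either lower or higher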
Rac1 mut GTP: alters GTP binding to activated mutant human Rac1. actives 0.11% (n = 190,000). percent activity (GTP binding), % at 10 µM. GST-Rac1 activated beads, fluorescent GTP binding, flow cytometry; actives lie on both sides; 100% means binding = to untreated wells. P63000;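 active means GTP binding at least 20 percentage points away from the 100% baseline, in either direction, so actives lie on both sides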
HRas wt GTP: changes GTP binding to wildtype human HRas; actives 0.14% (n = 190,000); GTP binding activity, % at 10 µM; P01112; GST-Ras wt beads, Bodipy-FL-GTP binding, flow cytometry; actives lie on both sides; AID 759;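 active means GTP binding activity at least 20% away from the 100% baseline, either lowered as inhibitor or raised as activator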;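 further: 0% = unlabeled GTP competition control and 100% = no-compound control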
Target sequence (P01112 whole entry, looked up): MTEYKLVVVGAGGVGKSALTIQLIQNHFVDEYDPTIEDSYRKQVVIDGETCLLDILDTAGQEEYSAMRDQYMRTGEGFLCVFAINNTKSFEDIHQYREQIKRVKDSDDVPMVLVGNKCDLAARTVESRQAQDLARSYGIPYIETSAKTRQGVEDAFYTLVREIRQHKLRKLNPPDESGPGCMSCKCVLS
Mcl1 Noxa PPI: disrupts binding of human Mcl-1 to Noxa peptide | inhibition, % at 21.7 µM | actives 1.5% (n = 220,000) | TR-FRET Mcl-1/Noxa peptide binding, 2 h | Q07820;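 active means compounds that cut the protein-peptide binding signal by more than 50% relative to plate controls in a single-dose test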;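 further: His-tagged Mcl-1 with rhodamine Noxa BH3 peptide and terbium anti-His antibody; 0% = Mcl-1 plus Noxa peptide wells and 100% = peptide-only wells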
Target sequence (Q07820 whole entry, looked up): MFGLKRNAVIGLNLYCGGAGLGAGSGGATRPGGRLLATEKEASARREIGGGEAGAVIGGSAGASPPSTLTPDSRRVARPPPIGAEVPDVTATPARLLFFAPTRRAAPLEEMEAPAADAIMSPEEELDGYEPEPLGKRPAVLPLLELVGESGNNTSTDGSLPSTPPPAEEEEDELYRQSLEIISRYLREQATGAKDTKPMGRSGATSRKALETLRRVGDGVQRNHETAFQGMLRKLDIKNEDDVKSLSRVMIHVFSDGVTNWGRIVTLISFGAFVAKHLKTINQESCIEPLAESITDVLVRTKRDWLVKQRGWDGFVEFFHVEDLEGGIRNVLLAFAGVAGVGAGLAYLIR
RGS8-Gao: modulates binding of RGS8 to human Galphao. P09471. multiplexed bead flow cytometry; actives lie on both sides. response (percent of control binding), % at 10 µM. actives 0.34% (n = 220,000). AID 1423; in the data active means response below about 60% or above about 140%; inactive means in between;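 further: Galphao activated as the GDP aluminium fluoride complex binding bead-coupled RGS8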
Rab7 wt GTP bind: dog Rab7 wildtype GTP binding, inhibitors and activators | AID 758 | GTP binding activity (percent of control), % at 10 µM | actives 0.055% (n = 190,000) | GST-Rab7 beads, fluorescent GTP binding, flow cytometry; actives lie on both sides; untreated = 100%, excess cold GTP = 0%;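 active means fluorescent GTP binding to Rab7 beads changed by at least 20 points from the 100% baseline, either direction, mostly lower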;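 further: median green fluorescence of bound Bodipy-FL-GTP per Rab7 bead population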
Pf gamet viab: kills late stage P. falciparum gametocytes | P. falciparum stage V gametocytes, ATP luminescence, 24 h | inhibition, % at 10.9 µM | actives 0.065% (n = 150,000) | AID 743093;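 active means inhibition above the mean plus 3 SD of compounds within the control limits, set per campaign, cut at about 38% in these data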;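 further: 0% = DMSO wells and 100% = medium only without gametocytes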
Cdc42 wt: changes GTP binding to wildtype human Cdc42. actives 0.2% (n = 190,000). percent activity (GTP binding), % at 10 µM. GST-Cdc42 beads, Bodipy-GTP binding, flow cytometry; actives lie on both sides. P60953. AID 761;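 active means percent activity GTP binding at least 20 points away from the 100% baseline, either down as inhibitor or up as activator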;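 further: median bead fluorescence of bound Bodipy-FL-GTP at 100 nM; 0% = excess unlabeled GTP control and 100% = no compound control; below 100% means less GTP binding so inhibitor and above means activator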
Target sequence (P60953 whole entry, looked up): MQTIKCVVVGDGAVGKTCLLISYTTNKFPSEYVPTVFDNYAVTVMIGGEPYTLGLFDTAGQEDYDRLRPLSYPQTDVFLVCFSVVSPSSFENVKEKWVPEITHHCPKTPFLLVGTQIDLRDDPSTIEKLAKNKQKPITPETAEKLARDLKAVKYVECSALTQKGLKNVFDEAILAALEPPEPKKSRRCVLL
Mcl1-Bid inh: Mcl-1/Bid interaction inhibition. inhibition, % at 21.7 µM. TR-FRET Mcl-1/Bid-Dy647 peptide binding, 1536-well. actives 0.97% (n = 220,000). AID 1021. Q07820;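 active means compounds that cut the binding signal by more than half at the single screening dose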;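 further: His-tagged Mcl-1 with europium anti-His antibody binding Bid BH3 peptide; 0% = Mcl-1 plus peptide wells and 100% = peptide-only wells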
Bim-Mcl-1: disrupts Bim peptide binding to human Mcl-1; inhibition, % at 10 µM; Bead-based flow cytometry, Bim peptide-Mcl-1 binding; Q07820; actives 0.1% (n = 190,000); in the data active means inhibition above about 40%;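 further: 0% = no compound tracer wells and 100% = peptide blocker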
* marks the source's active call; other numbers are inactive results; . = not tested or not shown. An unsorted share of the library; any-hit rate near 2.9%.

SMILES	Rab2 wt GTP	Rac1 wt GTP bind	Rac1 mut GTP	HRas wt GTP	Mcl1 Noxa PPI	RGS8-Gao	Rab7 wt GTP bind	Pf gamet viab	Cdc42 wt	Mcl1-Bid inh	Bim-Mcl-1
COCCCNC(=O)CSc1nc2c(sc3ccccc32)c(=O)n1CCCC(=O)NCC1CCCO1 (stereo not given)	100	104	96	99	14	100	108	0	96	8	-6
O=C(CN1CC(c2ccccc2)CC1=O)OCc1ccccc1F (stereo not given)	96	100	97	97	0	88	99	.	94	10	7
Cc1ccc2nc(-c3ccncc3)cc(C(=O)Nc3ccc(OC(F)F)cc3)c2c1	98	100	95	98	2	105	104	7	94	-10	0
O=C1C2C3C=CC(C4CC34)C2C(=O)N1/N=C/c1ccc(-c2ccc(F)cc2[N+](=O)[O-])o1 (stereo not given)	99	101	99	100	6	99	103	.	100	-15	0
CCSC1=C(C#N)C(c2ccc3c(c2)OCO3)C2=C(CCCC2=O)N1 (stereo not given)	94	94	92	97	14	100	99	-13	97	-5	0
COC(=O)CN1C(=O)S/C(=C/c2cc(C)n(C)c2C)C1=O	99	103	98	104	4	101	104	0	104	-62	4
CC(Sc1nc2ccccc2[nH]1)C(=O)O (stereo not given)	101	101	99	100	10	96	102	3	103	11	1
COCCNC(=O)COc1cccc(Oc2ccccc2)c1	98	100	96	100	-10	97	102	.	100	-8	0
Cc1cccc(/C=N/n2c(-c3cc(-c4ccccc4)n[nH]3)n[nH]c2=S)c1	97	98	96	98	17	101	102	2	93	-73	-9
Fc1ccc(-c2csc3ncnc(N4CCc5ccccc5C4)c23)cc1	94	99	98	95	-1	100	97	-25	93	0	-4
O=C(CSc1ncnc2nc[nH]c12)Nc1ccccc1C(F)(F)F	96	99	97	98	34	102	98	.	99	-44	1
Cc1nnc(SCc2nc3ccccc3nc2C)s1	105	105	103	104	-4	97	105	-2	102	4	2
CC(C)C1S/C(=N/N=C/c2cccs2)NC1=O (stereo not given)	103	99	102	100	-1	105	104	4	97	-18	3
CC(C)Cc1nc2oc3c(NCC4CCCO4)ncnc3c2c2c1CCC2 (stereo not given)	95	101	95	97	29	100	95	-16	101	13	-2
Cc1cc(=O)n2[nH]c(C(=O)O)nc2n1	97	99	95	99	19	103	94	.	98	4	0
CCOc1ccc(N=C(NC#N)SCC)cc1	101	105	101	103	2	103	98	3	106	4	-3
COc1ccc(-n2cc(CNCCc3cnc[nH]3)c(-c3cccc(F)c3)n2)cc1	98	99	98	95	-13	104	96	18	97	-43	0
Cc1ccc(C2(CCNS(=O)(=O)c3ccc(C)cc3)CCOC(C(C)C)C2)cc1 (stereo not given)	94	101	95	97	2	99	95	.	98	-3	-5
COc1ccccc1C(=O)Oc1cc(C)[nH]c(=O)c1[N+](=O)[O-]	97	96	95	93	18	101	94	-24	95	-12	1
CC(=O)Nc1c(O)nc(SC/C=C/CSc2nc(O)c(NC(C)=O)c(=O)[nH]2)[nH]c1=O	97	102	98	98	11	102	102	.	97	-48	3
O=S(=O)(c1ccc2ccccc2c1)N1C=CC(C(F)(F)F)=NCC1	105	111	104	104	6	103	106	2	107	-1	0
O=C(c1cc(S(=O)(=O)N2CCC3(CC2)OCCO3)ccc1F)N1CCCCC1	97	100	97	99	15	105	97	5	100	-6	-2
CCCn1c(Sc2nc3c(c(=O)[nH]c(=O)n3C)n2CCC)nc2c1c(=O)[nH]c(=O)n2C	97	105	97	98	15	104	99	.	104	3	0
Cc1cc2cc(CNC(=S)NC3CCCCC3)ccc2[nH]1	99	99	95	99	-24	101	103	.	96	-53	1
COc1ccc(N(CC(=O)Nc2ccc3c(c2)OCCO3)S(C)(=O)=O)c(OC)c1	103	107	101	103	-1	103	100	.	105	-9	1
CN(C)c1ccc(/C=N/NC(=O)c2ccccc2Cl)cc1	99	104	100	100	15	101	99	2	99	-17	-1
CCCCN1C(=O)C(NC(=O)CC(C)C)(C(F)(F)F)C2=C1CC(C)(C)CC2=O (stereo not given)	101	101	101	101	-4	101	102	14	102	-9	-2
O=C(NCc1ccccc1)c1cccnc1N1CCOCC1	98	99	96	98	0	96	103	.	97	-5	2
O=C(NCCN1CCOCC1)c1cc2ccccc2o1	102	106	102	102	8	101	100	9	105	31	2
COc1ccccc1-n1c(SCC(=O)N2CCOCC2)nc2cccnc21	98	94	95	99	-3	100	102	-6	96	-26	-2
CCCN1C(=O)/C(=C/c2ccc(N3CCOCC3)cc2)NC1=S	101	104	96	100	-28	97	100	16	100	-27	7
S=C1NCCOCCOCCNC(=S)N2CCOCCOCCN1CCOCCOCC2	100	100	94	100	-5	100	98	2	98	-21	0
COC(=O)c1ccc(NC(=S)Nc2ccc(O)cc2)cc1	96	98	96	94	15	100	99	-103	96	-15	-4
O=C(CN1CCSC1=NCc1ccccc1)c1ccccc1	100	104	102	104	23	104	101	11	102	0	0
Cc1cnc([N+](=O)[O-])n1CCOC(=O)NC(=O)c1c(F)cccc1F	103	105	99	102	5	102	108	26	101	-30	0
CCOC(=O)Cc1c(C)nc2c(-c3ccc(Cl)cc3)cnn2c1C	94	99	95	96	12	101	98	-18	94	0	0
CC(/C=N/n1cnnc1)=C\c1ccccc1	102	104	99	101	-2	102	107	-39	100	-13	-7
c1ccc2c(c1)OCC(c1csc3ncnc(N4CCCC4)c13)O2 (stereo not given)	101	109	100	102	0	93	104	.	101	-17	0
COc1cc(/C=C/C(=O)OCC(=O)NC2CCS(=O)(=O)C2)ccc1O (stereo not given)	102	104	101	103	0	99	104	5	102	-61	-6
O=C(CCN1C(=O)c2ccccc2C1=O)Nc1cccc(S(=O)(=O)NC2=NCCC2)c1	100	97	96	97	-3	101	100	8	96	-8	1
CCc1ccc(C(C(=O)NCc2ccc(OC)cc2)N(CCOC)C(=O)Cc2cccs2)cc1 (stereo not given)	100	100	98	98	13	100	95	3	99	-5	2
Cn1cc(Cl)c(C(=O)OCC(=O)Nc2nc(-c3ccc(Br)cc3)cs2)n1	95	101	96	95	0	105	100	.	95	-2	-2
COc1ccc(OCC(=O)O/N=C(\N)Cc2ccc(Cl)cc2Cl)cc1	95	99	98	98	-14	102	93	16	94	-29	-2
CC(C)(C)C(=O)N1CCn2c1nc1ccccc12	99	99	99	102	1	109	104	-4	98	1	-4
CCOC(=O)CN1CCC(c2ccccc2)CC1	97	98	97	98	7	104	105	6	96	0	2
COc1cccc(CN2CCC(N(CCc3ccccc3)Cc3ccccc3)CC2)c1OC	100	104	99	100	6	104	100	-14	100	-16	-3
Cc1cc(C)nc(N2CCC(C(=O)Nc3ccc4c(c3)CCC4)CC2)n1	97	105	100	100	-2	99	98	.	103	-24	1
O=c1[nH]c(=O)n(C2CCCO2)cc1F (stereo not given)	101	101	101	98	5	102	97	.	107	-1	-3
Cc1cc(NC(=O)Nc2cccc(C(F)(F)F)c2)n(C)n1	98	99	94	95	10	100	94	-2	99	-12	-2
COc1ccc(NC(=O)N2CCCC2C(=O)Nc2ccc(C)c(Cl)c2)cc1 (stereo not given)	96	96	95	96	1	90	95	.	96	-28	11
Cc1cc(/C=N/n2cnnc2)c(C)n1-c1ccccc1	95	93	95	95	-7	104	95	-24	94	-27	-2
c1ccc(CSc2ccc(-c3ccccn3)nn2)cc1	96	99	95	95	-4	104	105	.	98	1	-2
Cc1cc(C)c2c(c1)/C(=N/NC(=O)c1ccc(O)cc1)CCC2	95	97	92	96	11	101	97	11	100	-7	-2
CCOC(=O)c1cc(CC)sc1N	100	98	98	100	1	102	101	.	100	25	-1
c1ccc(OCCN2C3=NCCN3c3ccccc32)cc1	95	96	94	97	-6	102	96	.	99	11	0
CC(=O)NC1(c2cccc(F)c2)CCN(CC(=O)NC(C)C)CC1	96	97	95	99	4	99	100	.	98	-14	-2
Cc1ccc2c(c1)NC(=O)C(CC(=O)N(C)Cc1ccccc1)O2 (stereo not given)	99	102	98	98	16	84	102	.	98	-12	0
O=C(NCCc1ccccc1)c1ccccc1NS(=O)(=O)N1CCCC1	109	112	101	108	12	98	105	.	105	14	-1
CC(C)CCc1noc(CN(C)CC2CCN(Cc3ccccc3)CC2)n1	98	94	96	97	-5	100	96	8	97	-34	0

Shown with two lines to a compound: ten of the compounds above
Results follow in this order: Rab2 wt GTP	Rac1 wt GTP bind	Rac1 mut GTP	HRas wt GTP	Mcl1 Noxa PPI	RGS8-Gao	Rab7 wt GTP bind	Pf gamet viab	Cdc42 wt	Mcl1-Bid inh	Bim-Mcl-1
> O=c1[nH]c(=O)n(C2CCCO2)cc1F (stereo not given)
  101	101	101	98	5	102	97	.	107	-1	-3
> Cc1cc(NC(=O)Nc2cccc(C(F)(F)F)c2)n(C)n1
  98	99	94	95	10	100	94	-2	99	-12	-2
> COc1ccc(NC(=O)N2CCCC2C(=O)Nc2ccc(C)c(Cl)c2)cc1 (stereo not given)
  96	96	95	96	1	90	95	.	96	-28	11
> Cc1cc(/C=N/n2cnnc2)c(C)n1-c1ccccc1
  95	93	95	95	-7	104	95	-24	94	-27	-2
> c1ccc(CSc2ccc(-c3ccccn3)nn2)cc1
  96	99	95	95	-4	104	105	.	98	1	-2
> Cc1cc(C)c2c(c1)/C(=N/NC(=O)c1ccc(O)cc1)CCC2
  95	97	92	96	11	101	97	11	100	-7	-2
> CCOC(=O)c1cc(CC)sc1N
  100	98	98	100	1	102	101	.	100	25	-1
> c1ccc(OCCN2C3=NCCN3c3ccccc32)cc1
  95	96	94	97	-6	102	96	.	99	11	0
> CC(=O)NC1(c2cccc(F)c2)CCN(CC(=O)NC(C)C)CC1
  96	97	95	99	4	99	100	.	98	-14	-2
> Cc1ccc2c(c1)NC(=O)C(CC(=O)N(C)Cc1ccccc1)O2 (stereo not given)
  99	102	98	98	16	84	102	.	98	-12	0
